M. tuberculosis HTS = M. tuberculosis growth inhibition, HTS (AID 449762) | 330,000 compounds, 0.59% hits | one-dose inhibition, % at 25 µM; IC50 in µM for titrated hits | M. tuberculosis H37Rv growth inhibition, 7H9 media; higher % means a stronger effect; in the data active = a potency from the dose series; inconclusive = inhibition above about 70% without an active follow-up result;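 note: bacterial growth assessed after seven days of incubation; strong numbers were not always called active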
Salmonella PhoP GFP = PhoP regulon inhibitors, Salmonella typhi PhoP promoter GFP reporter, confirmatory (AID 1850); one-dose inhibition, % at 50 µM; IC50 in µM for titrated hits; Salmonella Typhi PhoP-promoter GFP reporter, fluorescence, 4 h; higher % means a stronger effect; 310,000 compounds, 0.33% hits; in the data active = a potency from the dose series; inconclusive = inhibition mostly from about 25% at the one dose, without a potency; inactive = the rest, 99 in 100 with inhibition below about 19%;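 note: 0% = induced wells with vehicle and 100% = uninduced wells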
VEEV TC-83 Vero = inhibitors of VEEV TC-83 cytopathic effect, confirmation, Vero cells (AID 588727); one-dose inhibition, % at 20 µM; IC50 in µM for titrated hits; 350,000 compounds, 0.13% hits; Vero cells, VEEV TC-83 cytopathic effect inhibition; higher % means a stronger effect; in the data active = a potency from the dose series; inconclusive = inhibition mostly from about 14% at the one dose, without a potency; inactive = the rest, 99 in 100 with inhibition below about 12%; note: strong numbers were not always called active
H1N1 NS1A inhibition = NS1A inhibition, H1N1 influenza, cell based functional assay (AID 504329); one-dose inhibition, % at 12.5 µM; IC50 in µM for titrated hits; NS1A functional cell-based assay, percent inhibition; higher % means a stronger effect; 340,000 compounds, 0.3% hits; in the data active = a potency from the dose series; inconclusive = inhibition above about 27% without an active follow-up result; note: strong numbers were not always called active
M. tuberculosis = growth inhibition of non-replicating M. tuberculosis (AID 488890) | Mycobacterium tuberculosis non-replicating, growth inhibition; higher % means a stronger effect | inhibition, % at 25 µM; hits with a dose series show IC50 in µM | 320,000 compounds, 0.39% hits; in the data active = a potency from the dose series; inconclusive = inhibition mostly from about 82% at the one dose, without a potency; inactive = the rest, 99 in 100 with inhibition below about 76%;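 note: plate controls were DMSO cells for no effect and high antibiotic wells for full effect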
VEEV TC-83 Vero 10K pilot screen = recorded beside VEEV TC-83 Vero, whose call it bears; inhibition, %; measured here: 10K pilot screen inhibition
Active calls of the source: *; i = inactive; ? = inconclusive; · = no result given; & = joins results of further samples.

SMILES	M. tuberculosis HTS	Salmonella PhoP GFP	VEEV TC-83 Vero	H1N1 NS1A inhibition	M. tuberculosis	others
Cc1ccc(S(=O)(=O)N2CCC(C(=O)NCC3CCCO3)CC2)cc1 (stereo not given)	2%	5%	4.1%	20%	-6%
S=C(Nc1cc(Cl)cc(Cl)c1)N1CCN(c2ccccn2)CC1	6%	-3%	9.1%	-4%	13%
O=C1NC(=O)C2(CCCc3ccc(N(CCCl)CCCl)cc32)N1 (stereo not given)	·	·	0.4%	0%	·
Cc1ccccc1OCC(=O)Nc1nnc(-c2ccco2)s1	4%	4%	0.1%	-22%	0%
NC(=O)COc1ccc(/C=N/NS(=O)(=O)c2ccccc2)cc1	-3%	8%	0.1%	4%	0%
O=C(c1ccccc1)c1ccccc1NC(=O)C1CCCN1Cc1ccccc1 (stereo not given)	1%	-7%	i	-1%	2%
CCOc1ccc(CN(C)C(=O)c2ccc(NS(=O)(=O)c3ccc4[nH]c(=O)[nH]c4c3)cc2)cc1	2%	3%	7.3%	-1%	32%
O=C(Nc1ccc2oc(=O)ccc2c1)c1ccc2ccccc2c1	17%	7%	2.6%	-5%	-5%
COC(=O)C1CCN(C(=O)c2ccc(Cl)c(S(=O)(=O)NCc3ccco3)c2)CC1	-6%	·	1.2%	3%	3%
Cc1cccc(NC(=S)N(CCN2CCOCC2)Cc2cc3cc4c(cc3[nH]c2=O)OCCO4)c1	-3%	4%	10%	-5%	8%
CCC(=O)NC(c1ccco1)c1cc(Cl)c2ccccc2c1O (stereo not given)	-4%	·	i	14%	9%
COc1cccc(-n2nnc3c(=O)n(CC(=O)Nc4ccccc4C)cnc32)c1	-8%	13%	i	0%	1%
O=C(c1ccccc1Cl)N1CCN(c2ncccn2)CC1	2%	-8%	i	·	3%
Brc1ccc(NCc2cccc3ccccc23)nc1	5%	-1%	i	4%	46%
O=C(CSc1nc(-c2ccccc2)c(-c2ccccc2)[nH]1)NCc1ccco1	-3%	-6%	1.6%	3%	5%
CCOC(=O)c1coc(CNC(=O)c2c(C)oc3c2CCCC3)c1	-7%	-2%	0.9%	-12%	6%
COc1ccc(S(=O)(=O)N2CCCCC2)cc1NC(=O)c1ccc(N2CCCC2=O)cc1	-3%	·	3.1%	-6%	10%
COc1ccc(CCNC(=O)CNS(=O)(=O)c2ccc(Br)s2)cc1OC	-10%	-3%	i	-2%	0%
CCCC(=O)N1CCCC(C(=O)c2cccc(OC(C)C)c2)C1 (stereo not given)	6%	2%	0.5%	-8%	12%
O=C(Cc1ccc(F)cc1)Nc1cccc(-c2cn3c(n2)SCC3)c1	17%	14%	3.6%	7%	18%
O=c1[nH]c2sc3c(c2c(=O)n1Cc1ccccc1)CCC3	-14%	-13%	1.3%	7%	-11%
O=C(Cc1ccc(Cl)cc1)NCCc1cnc[nH]1	2%	-2%	i	-3%	-11%
C/C(=N\NC(=O)c1ccc(O)cc1)c1cc2ccccc2o1	65%	17%	1.1%	-3%	30%
COCCNC(=O)c1ccccc1NS(=O)(=O)c1ccc(Br)s1	-4%	-1%	0.8%	-4%	9%
Cc1ccccc1C(=O)NC(=S)Nc1ccc2[nH]c(=O)[nH]c2c1	6%	-7%	1.7%	-7%	78%
CC(=O)C1=C(O)C(=O)N(c2ccc(Br)cn2)C1c1ccc(Br)cc1 (stereo not given)	0%	-15%	0.6%	6%	54%
CCOC(=O)C1=C(N)n2c(s/c(=C\c3cccs3)c2=O)=C(C(=O)OCC)C1c1cccs1 (stereo not given)	0%	9%	9.5%	1%	8%
C1CCc2nnc(-c3nnc4n3CCCCC4)n2CC1	-2%	-10%	i	7%	-5%
Cc1c(C#N)c(N)nc2c3c(sc12)NC(=O)CC3c1ccc(F)cc1 (stereo not given)	7%	-13%	0.1%	-4%	-14%
CC(=O)c1ccc(NC(=O)Cn2nc(C)cc2C)cc1	-3%	-4%	0.1%	2%	40%
COc1ccc2c(c1)c(CC(=O)Nc1ccccc1OC)c(C)n2C(=O)c1ccc(Cl)cc1	12%	-10%	1.9%	7%	49%
C/C(=N/Nc1ncc(Br)cn1)c1ccc(Br)cc1	6%	2%	0.5%	1%	4%
O=C(NCc1ccccn1)C1CCCN(S(=O)(=O)c2ccccc2)C1 (stereo not given)	4%	5%	0.2%	-3%	11%
CCOC(=O)CCCNC(=O)CN1C(=O)NC2(CCCCCC2)C1=O	3%	-1%	i	-9%	-2%
C#CCOCCOCCOCCNc1nc(N2CCN(C(=O)[C@H](CO)n3cc([C@@H](N)C(C)C)nn3)CC2)nc(N2CCN(C(=O)[C@H](CCC(=O)O)n3cc([C@@H](N)CCCCN)nn3)CC2)n1	-2%	·	0.6%	-18%	-12%
C=CCn1c(SCC(=O)Nc2ccccc2F)nc2ccccc2c1=O	11%	-3%	1.2%	-6%	-7%
CC(=O)c1cccc(NC(=O)N2C3CCC2CC(NC(=O)C2CC2)C3)c1 (stereo not given)	-2%	-3%	0.9%	-10%	-22%
COC(=O)c1ccccc1C(=O)N1CCOCCOCCOCC1	-3%	-20%	0.7%	-3%	-36%
Cc1ccccc1C(=O)Nc1nnc(SCC(=O)NC2CC2)s1	2%	-10%	3.7%	-3%	35%
Cc1ccc(Sc2ncccc2C(=O)NCC(c2ccc(F)cc2)N2CCOCC2)cc1C (stereo not given)	-3%	-2%	6.8%	-2%	-9%
Cc1cc(C)c(NC(=O)CSc2nc3ncc(Cl)cc3[nH]2)c(C)c1	1%	-1%	3.2%	2%	-7%
CC1=C(C#N)C(c2ccc3ncccc3c2)C(C#N)=C(C)N1	-7%	-13%	5.0%	15%	?
S=c1[nH]nc(-c2cccs2)n1/N=C/c1cn(-c2ccccc2)nc1-c1ccccc1	11%	-4%	9.8%	-1%	6%
COc1ccc(/C=C2\SC(=S)N(NC(=O)c3csc4c3CCCC4)C2=O)cc1	3%	2%	0.2%	16%	3%
Cc1nn(S(=O)(=O)c2ccc(C(C)C)cc2)c(C)c1S(=O)(=O)N1CCOCC1	-4%	4%	1.0%	7%	-5%
O=C(c1ccc(Cl)cc1)N1CCCCC(Cl)C1=O (stereo not given)	-10%	-3%	0.5%	-3%	11%
Cc1ccc(C(=O)SC2=NCCS2)cc1	-13%	-6%	i	-2%	-13%
COc1ccc(NC(=O)CSCC(=O)Nc2nnc(C3CC3)s2)cc1	-2%	-4%	1.4%	-1%	7%
CCCN(CC(=O)Nc1ccccc1C)C(=O)c1ccc2ccccc2n1	6%	2%	0.7%	-1%	21%
Cc1ccc(N=Nc2c(O)n(CN3CCOCC3)c3ccccc23)cc1	18%	-3%	7.0%	14%	25%
Later entries.
SMILES	M. tuberculosis HTS	Salmonella PhoP GFP	VEEV TC-83 Vero	H1N1 NS1A inhibition	M. tuberculosis	others
CC(=O)c1ccc(Oc2ccc(C(=O)c3ccc(C)c(C)c3)cc2[N+](=O)[O-])cc1	-19%	0%	4.1%	0%	-12%
O=C(Nc1ccccc1)N1CCCC1c1cccs1 (stereo not given)	4%	2%	i	-2%	0%
Cc1cc(NCc2ccccc2)nc(-c2ccccc2O)n1	?	4%	i	-1%	12%
Cc1ccc(CN2CCN(/N=C/C=C/c3ccccc3[N+](=O)[O-])CC2)cc1	23%	-2%	0.9%	22%	8%
O=c1oc2cc(O[C@@H]3OC[C@@H](O)[C@H](O)[C@H]3O)ccc2c2ccccc12	7%	7%	2.4%	-12%	0%
O=C(CCc1ccccc1)NC(c1cccs1)c1cc(Cl)c2cccnc2c1O (stereo not given)	·	·	7.0%	1%	·
COc1ccccc1Nc1nnc(Cc2ccccc2)c(=O)[nH]1	6%	8%	2.9%	-10%	1%
O=C(/C=C/c1cccc(F)c1)N1CCN(c2ncccn2)CC1	2%	6%	1.3%	-8%	-6%
CCn1c(SCC(=O)N2CCCC2=O)nnc1-c1cccs1	6%	·	3.5%	-6%	11%
Cc1nc2c(c(C)nn2-c2ccccc2)c(C)c1CCC(=O)N1CCC2(CC1)OCCO2	0%	-1%	4.7%	11%	12%

Some of these compounds in order of formula weight, smallest number first.
SMILES	M. tuberculosis HTS	Salmonella PhoP GFP	VEEV TC-83 Vero	H1N1 NS1A inhibition	M. tuberculosis	others
Cc1cc(NCc2ccccc2)nc(-c2ccccc2O)n1	?	4%	i	-1%	12%
COc1ccccc1Nc1nnc(Cc2ccccc2)c(=O)[nH]1	6%	8%	2.9%	-10%	1%
CCn1c(SCC(=O)N2CCCC2=O)nnc1-c1cccs1	6%	·	3.5%	-6%	11%
Cc1ccc(CN2CCN(/N=C/C=C/c3ccccc3[N+](=O)[O-])CC2)cc1	23%	-2%	0.9%	22%	8%
Cc1nc2c(c(C)nn2-c2ccccc2)c(C)c1CCC(=O)N1CCC2(CC1)OCCO2	0%	-1%	4.7%	11%	12%

Later entries:
SMILES	M. tuberculosis HTS	Salmonella PhoP GFP	VEEV TC-83 Vero	H1N1 NS1A inhibition	M. tuberculosis	others
N#C/C(=C\c1ccccc1C(F)(F)F)C(=O)Nc1ccccc1F	1%	-5%	i	-2%	22%
CCOc1ccccc1Nc1nnc(SCC(=O)N(C)C2CCS(=O)(=O)C2)s1 (stereo not given)	5%	·	3.1%	0%	14%
Cc1ccc(S(=O)(=O)Cn2nnnc2C(CC(C)C)N2CCN(c3ccccc3)CC2)cc1 (stereo not given)	-3%	-8%	i	17%	3%
Nc1ncnc2c1ncn2CCNCCc1ccccc1	-10%	-8%	i	-22%	1%
Nc1ncnc2c1ncn2[C@@H]1O[C@H](COP(=O)(O)O)[C@@H](O)[C@H]1O	5%	-3%	1.3%	2%	-16%
COc1cc2ccccc2cc1C(=O)OCc1nc2ccsc2c(=O)[nH]1	-8%	·	0.9%	-1%	-8%
CCOC(=O)C1(CCc2ccccc2)CCN(Cc2csc(C(C)=O)c2)CC1	-3%	-3%	i	7%	4%	VEEV TC-83 Vero 10K pilot screen=0.0
CCOc1nc(C)ccc1-c1noc(-c2ccco2)n1	9%	1%	4.2%	-3%	0%	VEEV TC-83 Vero 10K pilot screen=1.8
O=C(Cc1n[nH]c(=O)c2ccccc12)OCC(=O)c1ccc(OC(F)F)cc1OC(F)F	1%	-2%	2.8%	-3%	22%
COc1ccc(CC(NC(C)=O)C(=O)NC2CCN(c3c(Cc4ccccc4)c(C)nc4ncnn34)CC2)c(OC)c1 (stereo not given)	3%	8%	8.8%	-8%	26%
COc1ccc(N=Cc2c(O)[nH]c3ccccc23)cc1	16%	-11%	8.0%	7%	22%
COc1cc(NC(=O)COc2ccccc2C)ccc1NC(=O)c1ccco1	-10%	-7%	6.0%	2%	-1%
Cn1c(N)c(C(=O)COC(=O)CCCc2c[nH]c3ccccc23)c(=O)n(C)c1=O	-1%	-2%	0.5%	4%	5%
Cc1ccccc1Nc1scc(-c2ccc(Br)cc2)[n+]1-c1ccccc1C	6%	-7%	5.0%	3%	38%
CCNC(=O)COn1c(SCC(=O)NCC)nc2ccccc2c1=O	-6%	2%	0.1%	2%	-9%
CC(NC(=O)CN1CCN(c2ccccc2F)CC1)c1ccccc1 (stereo not given)	2%	-5%	i	16%	25%
COc1ccc(-c2csc(NC(=O)COc3ccc(N(C)S(=O)(=O)c4ccc(C)cc4)cc3)n2)cc1	2%	-5%	1.1%	4%	28%
Cc1ccccc1C1=NC(C(F)(F)F)(C(F)(F)F)c2c(n(C)c(=O)n(C)c2=O)N1	0%	-3%	1.4%	-4%	23%
N/C(=N\N=C\c1ccc2c(c1)OCO2)c1nonc1N	5%	-3%	0.7%	13%	-7%
O=C(c1ccc2nc(-c3ccco3)c(-c3ccco3)nc2c1)N1CCN(c2ncccn2)CC1	-4%	10%	3.2%	-6%	43%
N#CC1(NC(=O)COC(=O)CNC(=O)c2sc3ccccc3c2Cl)CCCCC1	-13%	·	1.6%	-15%	7%
Cc1nc2ncnn2c(C)c1CCC(=O)NCCC1=CCCCC1	-4%	-6%	2.1%	-3%	-2%
FC(F)(F)c1cc(C(F)(F)F)c2ccc(N3CCN(c4ccc(Cl)cc4)CC3)nc2n1	-10%	11%	3.5%	-6%	-4%
C(C#CCCCCCCCCC[n+]1ccccc1)#CCCCCCCCCC[n+]1ccccc1	2.8µM*	·	i	-10%&9%	?
Cc1cc(-c2ccc(C)c(S(=O)(=O)NCC3CCN(Cc4ccc(F)cc4)CC3)c2)on1	4%	-3%	i	15%	57%

2 compounds drawn at random from the list so far:
SMILES	M. tuberculosis HTS	Salmonella PhoP GFP	VEEV TC-83 Vero	H1N1 NS1A inhibition	M. tuberculosis	others
Cc1cc(-c2ccc(C)c(S(=O)(=O)NCC3CCN(Cc4ccc(F)cc4)CC3)c2)on1	4%	-3%	i	15%	57%
N#CC1(NC(=O)COC(=O)CNC(=O)c2sc3ccccc3c2Cl)CCCCC1	-13%	·	1.6%	-15%	7%
